LANA DNA inh: KSHV C-LANA DNA binding inhibition; inhibition, % at 9 µM; 0.078% of 340,000 active; MBP-C-LANA/FAM-LBS DNA binding, fluorescence polarization;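 active means highest replicate inhibition at or above 60% at 9 µM, even if other replicates fall short; inactive means all replicates below 60% inhibition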;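 further: 0% = neutral control wells and 100% = 4 µM acridine orange control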
PKA-R2B activ: PKA-R2B complex activation; P22694+P31323; PKA-R2B holoenzyme dissociation, Cy5-IP20 fluorescence polarization; R2B truncated from residue 108, S112A mutant; 0% DMSO only, 100% 113 µM cGMP; activation, % at 11.4 µM; 0.079% of 340,000 active; AID 504700;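 active means activation above a cutoff set at the mean over all compounds plus 3 SD, cut at about 18% in these data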;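 further: higher means more holoenzyme dissociation and a rise in polarization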
DAGLB inhibitor: blocks human DAGLB lipase activity; Q8NCG7; HEK293T DAGLB membrane lysate, EnzChek fluorogenic substrate; inhibition, % at 5.17 µM; 0.059% of 340,000 active; in the data active means inhibition above about 34%;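 further: 0% = enzyme with vehicle and 100% = wells lacking enzyme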
CAL PDZ FP-1: blocks peptide binding to human CAL PDZ domain; purified CAL PDZ, TMR-peptide fluorescence polarization, 1 h; inhibition, % at 20 µM; 0.02% of 330,000 active; AID 504414;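 active means highest replicate inhibition of at least 40%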;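 further: plate controls were DMSO neutral control wells for no effect and unlabeled competitor peptide control wells for full effect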
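material = purified tagged CAL PDZ domain construct (CerCALP) | buffer or medium = sodium phosphate/NaCl buffer pH 7.4 with TCEP, IgG, Thesit | reagent = TMR-labelled reporter peptide T*-PRC34 bound in PDZ groove | incubation = 1 h room-temperature incubation prior to read | measured by = fluorescence polarization (mP) | evaluation = percent inhibition from loss of millipolarization | control set = unlabelled peptide and DMSO controls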
cardiac RTF act: increases calcium sensitivity of human cardiac regulated thin filaments. IANBD-labeled TnC RTF fluorescence at EC20 calcium; 0% EC20 calcium, 100% full calcium. activation, % at 7.2 µM. AID 493008. 0.24% of 340,000 active. P19429+P45379;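 active means activation above the mean over all tested compounds plus 3 SD, cut at about 30% in these data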;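 further: rise in fluorescence read as greater calcium sensitivity of cardiac thin filaments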
CAL PDZ FP-2: blocks peptide binding to the human CAL PDZ domain; Q9HD26; purified CAL PDZ, TMR-peptide fluorescence polarization, 1 h; inhibition, % at 24.9 µM; 0.92% of 300,000 active; AID 602252;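 active means mean inhibition of at least 30% with at least half of replicates also reaching 30%; inconclusive means no clear call, values can overlap the other calls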;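 further: 0% = DMSO neutral control and 100% = excess unlabeled competitor peptide PRC23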
RTF Ca sens inh: cardiac RTF calcium desensitization | P19429+P45379 | IANBD-labeled cardiac RTF, Ca2+ fluorescence | inhibition, % at 7.15 µM | 0.12% of 340,000 active | AID 493244;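 active means inhibition above the mean inhibition of all tested compounds plus 3 SD, cut at about 17% in these data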;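 further: assay run at fixed EC70 calcium of 1.6 mM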
SR-BI uptake up: activators of SR-BI mediated HDL lipid uptake. CHO ldlA[mSR-BI] cells, DiI-HDL uptake fluorescence, 3 h; 100 = double the neutral-control signal. activation, % at 12.5 µM. 0.096% of 320,000 active. AID 504775;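 active means mean replicate activation of at least 60% and every replicate at or above 60%; inconclusive means mean or all-replicate condition met, but not both; inactive means mean below 60% and not all replicates reaching 60%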;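 further: 0% = median plate neutral-control signal and 100% = twice that signal; values of inactives mirror those of a sister screen read the other way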
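Material: SR-BI-overexpressing, LDLR-lacking CHO cells | Dosing: Single compound concentration, delivered by pin transfer | Probe or stimulus: Labelled HDL, 10 µg/mL | Signal: Bottom-read cell fluorescence after medium removal, ex 550/em 595 nm | Schedule: 3 h, 37 °C | Evaluation: HDL uptake via cellular fluorescence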
Rtt109 HAT inh: C. albicans Rtt109 histone acetyltransferase inhibition | Q5AAJ8 | 0.16% of 330,000 active | inhibition, % at 34.9 µM | AID 540336 | purified Rtt109/Vps75, ThioGlo CoA-SH fluorescence, 4 h;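 active means inhibition of at least 50% in every replicate; inconclusive means best replicate reaches 50% inhibition but some replicates fall short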
Target sequence (Q5AAJ8 whole entry, looked up): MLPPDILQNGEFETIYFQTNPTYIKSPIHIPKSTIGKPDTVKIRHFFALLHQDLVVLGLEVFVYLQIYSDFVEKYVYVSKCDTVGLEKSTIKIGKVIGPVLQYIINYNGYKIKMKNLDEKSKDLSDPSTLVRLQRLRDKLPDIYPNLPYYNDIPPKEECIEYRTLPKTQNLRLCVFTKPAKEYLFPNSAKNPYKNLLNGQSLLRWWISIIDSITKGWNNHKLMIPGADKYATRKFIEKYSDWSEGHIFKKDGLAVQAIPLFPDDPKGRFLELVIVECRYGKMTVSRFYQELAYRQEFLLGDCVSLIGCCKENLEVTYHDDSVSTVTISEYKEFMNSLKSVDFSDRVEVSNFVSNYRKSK
Keap1 Nrf2 FP: Keap1-Nrf2 (human) interaction inhibition | 0.15% of 340,000 active | Keap1 Kelch-Nrf2 peptide fluorescence polarization, 1536-well | inhibition, % at 9.4 µM | Q14145; in the data active means inhibition above about 12%; inconclusive means no clear call, values can overlap the other calls; inactive means below about 7.3%;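 further: human Keap1 Kelch domain with fluorescein labeled Nrf2 9mer peptide probe; 0% = neutral control wells and 100% = peptide positive control; higher means more block of Keap1 binding to Nrf2 peptide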
Target sequence (Q14145 whole entry, looked up, the tested form may be a part): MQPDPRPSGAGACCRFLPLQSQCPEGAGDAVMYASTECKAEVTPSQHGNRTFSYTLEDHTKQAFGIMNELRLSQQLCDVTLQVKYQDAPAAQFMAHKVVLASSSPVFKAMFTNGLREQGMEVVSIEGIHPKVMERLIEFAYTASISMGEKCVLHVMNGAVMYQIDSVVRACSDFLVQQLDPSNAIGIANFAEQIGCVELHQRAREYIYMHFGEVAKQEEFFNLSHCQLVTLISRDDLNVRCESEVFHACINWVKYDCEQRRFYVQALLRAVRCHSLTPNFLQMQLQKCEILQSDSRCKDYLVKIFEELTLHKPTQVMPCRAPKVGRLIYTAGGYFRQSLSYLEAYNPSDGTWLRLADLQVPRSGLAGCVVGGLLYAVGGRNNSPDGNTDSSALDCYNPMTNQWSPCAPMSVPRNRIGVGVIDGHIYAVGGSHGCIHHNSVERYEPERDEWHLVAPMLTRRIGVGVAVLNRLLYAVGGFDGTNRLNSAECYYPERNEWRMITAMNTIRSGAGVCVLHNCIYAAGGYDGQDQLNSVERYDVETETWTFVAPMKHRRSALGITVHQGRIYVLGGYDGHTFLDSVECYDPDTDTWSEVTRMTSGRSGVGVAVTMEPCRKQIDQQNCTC
Active calls of the source: *; ? = inconclusive; · = not tested or not shown.

structure	LANA DNA inh	PKA-R2B activ	DAGLB inhibitor	CAL PDZ FP-1	cardiac RTF act	CAL PDZ FP-2	RTF Ca sens inh	SR-BI uptake up	Rtt109 HAT inh	Keap1 Nrf2 FP
O=C(CC(=O)N/N=C/c1c(F)cccc1Cl)NCCc1ccccc1	-0.7	1	0	-3.2	6	·	-10	-11	-9	-4
C=CCc1cccc(/C=N/NC(=O)C(=O)Nc2ccc(C)cc2)c1O	-0.1	·	·	0.0	·	1	·	-49	18	0
CCOC(=O)c1c(C)[nH]c(C)c1S(=O)(=O)NCc1ccccc1C	0.6	3	1	-2.0	3	·	-11	-6	8	0
COc1ccc(N(C(=O)c2ccncc2)S(=O)(=O)c2ccc(OC)c(OC)c2)cc1	-1.2	4	2	-0.5	9	7	2	11	-1	-4
COc1cccc(-n2sc3c(c2=S)-c2cc(OC)ccc2NC3(C)C)c1	-1.9	0	-3	-1.3	5	-7	-7	-66	-2	-4
O=C(CNc1ccc(Br)cc1)c1ccccc1	0.8	2	-2	-0.2	3	1	-10	-16	-1	-1
CCOC(=O)CNC(=S)NN(C)C	-0.6	11	0	-0.8	7	·	-6	19	-4	-4
Cc1cc(NC2CCCCC2)nc(NCc2ccccc2)n1	-0.9	-12	0	-3.6	-5	7	-6	5	14	3
CCCCOc1ccc(-c2nnn(C(C)(C)C(=O)OC)n2)cc1	2.0	-5	-16	-2.2	-4	4	10	-9	-1	-1
O=C1NCC(c2ccccc2)C1C(=O)N/N=C\c1ccc(-c2cccc(Cl)c2Cl)o1 (stereo unspecified)	-1.7	-4	2	-1.0	0	-3	0	-34	9	-4
COc1cc(/C=C2\SC(N)=NC2=O)cc(Cl)c1O	-4.8	-8	-6	0.4	4	·	-15	18	4	-8
Cc1c(NC(=O)c2cc(-c3ccc(Br)cc3)on2)c(=O)n(-c2ccccc2)n1C	0.7	4	0	-4.8	-7	-4	-15	-8	7	-1

3 structures already listed, arranged by length of the SMILES, high to low:
structure	LANA DNA inh	PKA-R2B activ	DAGLB inhibitor	CAL PDZ FP-1	cardiac RTF act	CAL PDZ FP-2	RTF Ca sens inh	SR-BI uptake up	Rtt109 HAT inh	Keap1 Nrf2 FP
O=C1NCC(c2ccccc2)C1C(=O)N/N=C\c1ccc(-c2cccc(Cl)c2Cl)o1 (stereo unspecified)	-1.7	-4	2	-1.0	0	-3	0	-34	9	-4
COc1ccc(N(C(=O)c2ccncc2)S(=O)(=O)c2ccc(OC)c(OC)c2)cc1	-1.2	4	2	-0.5	9	7	2	11	-1	-4
Cc1cc(NC2CCCCC2)nc(NCc2ccccc2)n1	-0.9	-12	0	-3.6	-5	7	-6	5	14	3

(listing goes on)
structure	LANA DNA inh	PKA-R2B activ	DAGLB inhibitor	CAL PDZ FP-1	cardiac RTF act	CAL PDZ FP-2	RTF Ca sens inh	SR-BI uptake up	Rtt109 HAT inh	Keap1 Nrf2 FP
C[C@H](CO)N1C[C@H](C)[C@@H](CN(C)C(=O)Nc2ccc3c(c2)OCO3)Oc2c(NC(=O)C3CCCCC3)cccc2C1=O	2.8	-6	3	-0.3	6	-2	-9	-24	6	-4
N#C/C(=N\Nc1ccc(Cl)cc1)C(=O)c1ccsc1	6.8	-1	11	0.7	1	1	-1	31	-15	-1
CN(C)Cc1c(O)ccc2c(=O)c(-c3ccccc3Cl)c(C(F)(F)F)oc12	-2.0	-3	0	0.4	-1	3	6	37	2	6
COC(=O)c1cc(Br)c(=O)n(-c2ccc(F)cc2)c1	1.9	13	0	-0.9	3	-4	-1	2	-2	3
COc1cc(C(=O)COC(=O)C2CCN(c3ccc(C(F)(F)F)cn3)CC2)ccc1OC(F)F	0.4	-3	-6	-1.4	-11	-4	-8	-11	-5	3
O=[N+]([O-])c1cccc(NC(=S)NCCc2ccccc2)c1	0.8	-1	-2	-1.9	-2	-4	5	-9	6	2
CC(NC(c1ccccc1)c1ccccc1)C(=O)N1CCCc2ccccc21 (stereo unspecified)	-1.6	6	-8	-3.0	-4	9	10	-21	22	-5
C=CCOC(=O)C1=C(C)N=c2s/c(=C3\C(=O)N(CC(=O)O)c4ccccc43)c(=O)n2C1c1ccc(OC)cc1 (stereo unspecified)	0.5	5	5	0.3	3	-2	-4	-1	4	-2
Cn1c(=O)cc(OCC(=O)NCCCN2CCN(c3cccc(Cl)c3)CC2)c2ccccc21	2.2	-3	2	-1.7	10	·	-4	-25	11	2
COc1cccc(C2C(C(=O)c3cc4ccccc4o3)=C(O)C(=O)N2c2cc(C)on2)c1OC (stereo unspecified)	0.5	-5	3	-3.9	-1	-3	-1	17	?	0
CCOc1ccc(N2C(=O)CC(N(Cc3ccco3)C(C)=O)C2=O)cc1 (stereo unspecified)	1.3	3	-1	-0.1	3	2	-2	21	-1	-10
CCc1ccccc1Nc1ccc(C(=O)O)cc1N	2.4	-3	4	0.5	0	·	-11	16	12	-5

Look-ups from the list:
PKA-R2B activ with CN(C)Cc1c(O)ccc2c(=O)c(-c3ccccc3Cl)c(C(F)(F)F)oc12 stands at -3
CAL PDZ FP-1 with COc1cc(C(=O)COC(=O)C2CCN(c3ccc(C(F)(F)F)cn3)CC2)ccc1OC(F)F stands at -1.4
CAL PDZ FP-2 with N#C/C(=N\Nc1ccc(Cl)cc1)C(=O)c1ccsc1 stands at 1
LANA DNA inh with COc1cccc(C2C(C(=O)c3cc4ccccc4o3)=C(O)C(=O)N2c2cc(C)on2)c1OC (stereo unspecified) stands at 0.5

Additional records follow.
structure	LANA DNA inh	PKA-R2B activ	DAGLB inhibitor	CAL PDZ FP-1	cardiac RTF act	CAL PDZ FP-2	RTF Ca sens inh	SR-BI uptake up	Rtt109 HAT inh	Keap1 Nrf2 FP
Cn1c(CN2CCCCC2)nc2cc(NC(=O)c3ccccc3Cl)ccc21	0.2	4	-3	0.4	2	·	-5	-11	-16	-5
COc1ccccc1C1(O)CCN(C(=O)c2cccs2)CC1	-0.4	-4	3	0.0	-3	1	3	2	-6	0
Cc1nn(-c2ccccc2)c(N)c1C(O)(CSc1nccn1C)C(F)(F)F (stereo unspecified)	-0.9	-9	2	-0.7	-1	·	7	-4	-20	-1
O=C1CN(C(=O)COC(=O)CNS(=O)(=O)c2ccccc2)c2ccccc2N1	0.9	-7	0	0.5	5	3	-2	5	4	-2
CCn1c(=O)n(CC)c2cc(N3CCCC3)c(NC(=O)c3ccc(OC)c(Br)c3)cc21	-1.8	0	-1	0.4	-4	-2	-10	-57	24	3
O=[N+]([O-])c1cc(C(F)(F)F)ccc1NCCc1c[nH]c2ccc(O)cc12	-0.9	-12	6	-1.9	2	-3	-12	3	24	-1
CCOC(=O)c1c(C)[nH]c(O)c1C=Nc1ccccc1	1.1	1	1	-4.5	8	-3	6	-14	24	2
CN(C(=O)COC(=O)CSc1cc(Cl)ccc1Cl)c1c(N)n(Cc2ccccc2)c(=O)[nH]c1=O	0.1	3	3	-3.6	-9	-2	5	-21	4	1
COc1ccc(C)cc1NC(=O)C1CCN(S(=O)(=O)c2ccc3c(c2)NC(=O)CO3)CC1	-1.4	-4	1	-0.7	-3	1	-8	-42	7	-4
CN(CC(=O)Nc1ccc(F)cc1)C(=O)COC(=O)c1ccc(=O)n(Cc2ccccc2)n1	-1.6	-5	1	0.4	-2	1	-2	-6	10	-3
C=CCC(CC=C)(NC(=O)c1ccccc1)c1ccccc1	0.0	-8	-3	0.2	0	·	-7	0	4	-7
CC(NC(=O)COC(=O)c1ccc([N+](=O)[O-])s1)c1ccccc1 (stereo unspecified)	-1.6	-5	-3	-1.8	10	7	-6	-7	·	1
COCC(=O)Nc1cc(=O)n(C)c(=O)n1C	0.0	-2	0	-0.4	0	·	-6	16	-8	-1
O=C(Cn1nnc(-c2ccccc2)n1)NCc1ccco1	-0.9	6	-3	-0.6	9	·	0	11	-12	0
Cc1ccccc1/C=N/NC(=O)c1cccnc1	1.1	1	0	0.1	-5	0	-4	3	36	-2
COc1ccc(CCN(Cc2ccccn2)C(=S)Nc2ccccc2Cl)cc1OC	1.0	-1	-1	-1.1	-1	15	-2	-36	-7	0
CC(=O)N1CCN(c2ccc(NC(=O)c3ccc4ccccc4c3)cc2)CC1	-0.7	3	1	-1.9	-5	-1	-2	-38	-6	-4
Cc1ccc(SCCNC(=S)Nc2cc(C)ccc2C)cc1	0.6	-3	-6	-1.4	2	-2	8	-23	4	-3
O=C(NCC1CCCO1)C(C(=O)c1ccccc1)n1cc(Cl)ccc1=O (stereo unspecified)	0.2	-10	2	-0.8	0	-1	-3	2	-7	-4
CCOC(=O)CCc1nn(C)c(=O)c2ccccc12	-0.2	-6	1	-0.2	5	-4	-14	14	8	-8
O=C(COC(=O)c1cc([N+](=O)[O-])ccc1NCc1ccccc1)NC1CCCc2ccccc21 (stereo unspecified)	-0.1	-2	2	-0.6	5	0	2	-67	-12	-1
CCCn1c(N)c(C(c2ccc(OC)cc2)N2CCN(c3ccccc3)CC2)c(=O)[nH]c1=O (stereo unspecified)	0.8	6	2	-1.4	-1	-4	-6	0	2	-10
O=C(Cc1cccs1)Nc1cccc([N+](=O)[O-])c1	-2.9	-2	1	-3.2	-6	-4	12	8	-4	-6
COc1cc(/C=C2/SC(=O)N(Cc3ccccc3Cl)C2=O)ccc1OCc1ccncc1	-1.9	-10	0	-0.2	9	-3	-4	-23	0	-2
COc1cc(/C=C2\C(=O)N(C)C(=S)N2C)ccc1O	-0.2	-4	-1	0.6	3	0	6	-10	-8	-4
CCOC(=O)C1=NN(c2ccc(Cl)cc2)/C(=C/C2=NCCc3cc(OC)c(OC)cc32)S1	0.9	-6	3	-0.4	4	2	-2	-46	-6	3
CC(C)(C)N(Cc1ccccc1)C(=O)COC(=O)CCN1C(=O)C2CC=CCC2C1=O (stereo unspecified)	0.7	-10	1	-1.8	7	-4	-10	54	1	-3
CCOC(=O)c1c(S(=O)(=O)NCC(=O)N2CCN(c3ccc(OC)cc3)CC2)c(C)n(C)c1C	0.9	-2	1	-1.4	2	7	-2	6	3	-6
CCCCCn1nc(-c2ccccc2)c2nc3ccccc3nc21	94*	3	-2	-0.5	21	-5	-6	1	-72	1
COc1ccccc1N(CC(=O)Nc1ccc2c(c1)OCCO2)S(C)(=O)=O	-0.8	-10	-1	-1.1	-7	-7	-3	23	4	-2
CC(C)C(NC(=O)c1ccc(F)cc1)C(=O)NCC1CCCO1 (stereo unspecified)	-2.4	3	-1	-1.8	-3	-1	-17	·	0	0
CC(=O)Nc1ccc(NC(=O)CSc2nnc(NC(=O)C3CC3)s2)cc1	0.5	6	-1	-3.6	-6	-10	-1	10	-2	-2
C/C(=N\NC(=O)c1ccccc1O)c1cccc(NC(=O)c2ccccc2)c1	-0.4	5	0	-2.0	-2	16	-4	3	-15	2

Assay outcomes (PubChem)
